OX1R antag-1 – blocks the human orexin 1 receptor; O43613; CHO/OX1R cells, Fluo-8 calcium fluorescence, orexin A; inhibition, % at 5 µM; 330,000 compounds, 0.43% hits; AID 434989;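 active = inhibition above its plate's threshold, mean inhibition of all tested compounds on the plate plus 3 SD, cut at about 37% in these data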;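 also: 0% = orexin A challenge wells and 100% = SB-334867-A antagonist wells; not every result past the cut was called active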
Target sequence (O43613 whole entry, looked up): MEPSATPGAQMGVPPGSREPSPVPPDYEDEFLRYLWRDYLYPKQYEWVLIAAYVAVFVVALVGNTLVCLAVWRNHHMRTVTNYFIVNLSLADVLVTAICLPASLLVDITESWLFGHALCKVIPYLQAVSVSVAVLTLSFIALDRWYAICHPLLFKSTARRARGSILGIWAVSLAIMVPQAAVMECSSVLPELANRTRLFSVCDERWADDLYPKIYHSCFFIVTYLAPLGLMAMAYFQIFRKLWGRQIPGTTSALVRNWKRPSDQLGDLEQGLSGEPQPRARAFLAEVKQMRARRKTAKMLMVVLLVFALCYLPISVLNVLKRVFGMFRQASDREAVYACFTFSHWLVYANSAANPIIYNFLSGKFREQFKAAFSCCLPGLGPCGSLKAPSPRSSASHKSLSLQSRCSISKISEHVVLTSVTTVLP
OX1R antag-2 – antagonists of human orexin 1 receptor (OX1R) | O43613 | OX1R-expressing cells, FRET antagonist read-out | AID 485270 | 330,000 compounds, 1.8% hits | inhibition, % at 6.6 µM; in the data active = inhibition mostly above about 38%, no sharp cut-off; inactive = mostly below about 40%;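 also: 0% = agonist challenge alone and 100% = reference antagonist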
Numbers without * were called inactive; & = joins results of further samples.

SMILES | OX1R antag-1 | OX1R antag-2
Cc1ccc(-n2nnnc2Sc2nc([N+](=O)[O-])nn2C)c(C)c1 | -14 | 63
Cc1cc(C(F)(F)F)nc(SCc2ccc(C(=O)O)o2)n1 | 4 | 17
CCOC(=O)N1CCN(C(=O)C(=O)c2cn(CC(=O)N3CCCCCC3)c3ccccc23)CC1 | -26 | 9
CSc1nc2ccc(S(=O)(=O)N3CCOCC3)cc2s1 | -4 | 9
CCN(CC(=O)NCc1ccccn1)S(=O)(=O)c1ccc(OC)cc1 | -2 | 2
COc1ccc(-c2ccccc2)cc1NC(=O)c1cccs1 | -16 | 27
COC(=O)c1ccccc1NC(=S)N(Cc1ccc2c(c1)OCO2)Cc1cc2cc(OC)ccc2[nH]c1=O | -19 | 28
Cc1ccc2c(c1)C1CN(C)CCC1N2S(=O)(=O)c1cccc(F)c1 (configuration not stated) | -16 | 8
C=CC(=O)N(CCC)C(c1ccccc1)c1ccccc1OC (configuration not stated) | -32 | 40
CCOC(=O)c1c(-c2ccccc2)oc2cc(CN(C)C)c(O)c(CN(C)C)c12 | -17 | 4
C/C(CC(=O)Nc1ccc2c(c1)OCCO2)=N\NC(=O)COc1ccc(C)cc1Br | -9 | 24
CN(CCc1ccccn1)C(=O)CC1C(=O)NCCN1Cc1cccc(F)c1 (configuration not stated) | -5 | 16
Cc1cc(Cl)ccc1C(=O)C1CCCN(C(=O)c2ccoc2)C1 (configuration not stated) | -20 | 15
c1ccc(-c2nnc(-c3ccco3)o2)cc1 | 3 | 10
COCCNc1ccnc2c(Cl)cccc12 | -2 | 6
O=C(CCc1nnc(Cc2cccc(C(F)(F)F)c2)o1)NC1CC1 | 5 | 1
Cc1cc(C(=O)Nc2ccccc2N2CCOCC2)ccc1[N+](=O)[O-] | -17 | 38
CCN(CC)S(=O)(=O)c1ccc(N(C)C)c(NC(=O)C2CCCC2)c1 | -33 | 12
COc1ccc(C(=O)Nc2nnc(C3=COCCO3)o2)cc1 | -7 | 4
CCC(C(=O)NCc1ccc(F)cc1)N(Cc1cccs1)C(=O)c1snc(C(N)=O)c1N (configuration not stated) | -29 | 15
COc1ccc(-c2cc(=O)[nH]c3ccccc23)cc1 | -12 | 1
CS(=O)(=O)c1ccc(C(=O)Nc2ccc(-c3nc4ccccc4[nH]3)cc2)cc1 | -5 | 12
NC(=S)N=Nc1c(O)[nH]c2cc(F)c(F)cc12 | 4 | 48
Cc1ccc(C2=NN(C(=O)CCC(=O)O)C(c3ccc4c(c3)OCO4)C2)cc1 (configuration not stated) | -8 | 17
O=C(/C=C/c1ccc2c(c1)OCO2)Nc1nncs1 | 0 | 9
COc1cc(NC(=O)Cn2nnc(-c3ccncc3)n2)cc(OC)c1 | 12 | 15
O=C(Nc1ccccc1C(F)(F)F)c1cc(S(=O)(=O)N2CCC3(CC2)OCCO3)ccc1F | -43 | 4
O=C1CCCN2N=C(SCC(=O)Nc3ccc(OC(F)(F)F)cc3)SC2=N1 | -18 | 17
O/N=C1/CCCSc2ccccc21 | -17 | 11
COc1cc(SC)ccc1C(=O)NCC1CCCO1 (configuration not stated) | -12 | -2
COc1ccc(Cc2nn3c(Cn4nnc5ccccc54)nnc3s2)cc1 | -15 | 3
CCOC(=O)C1C(=O)CC(C)(O)C(C(=O)OCC)C1c1ccc(N(CC)CC)cc1 (configuration not stated) | -18 | 9
CCCCn1c(N)c(N(CCC(C)C)C(=O)Cc2ccc(S(=O)(=O)N3CCOCC3)s2)c(=O)[nH]c1=O | -21 | 3
Cc1ccc(N(CCC#N)C(=O)CN2C(=O)NC(Cc3ccccc3)C2=O)cc1 (configuration not stated) | -24 | 3
COc1ccc(CC(=O)NCc2ccc(F)cc2)cc1S(=O)(=O)N1CCOCC1 | -19 | -2
CC1(C(=O)NCCN2CCOCC2)C=CCN1C(=O)c1ccccc1 (configuration not stated) | 0 | 10
CCC(NC(=O)c1oc2ccccc2c1COC)c1ccc(OC)cc1 (configuration not stated) | -27 | 19
COc1ccc(C2(CNC(=O)C(=O)Nc3ccc(C)cc3)CCOCC2)cc1 | -23 | 19
CCOc1ccc(-c2ccc(C=O)o2)c([N+](=O)[O-])c1 | -9 | 10
CC(C)CNC(=O)c1ccccc1Oc1ccccc1 | -25 | 24
COc1ccccc1N1CCN(Cc2cc3c(cc2[N+](=O)[O-])OCO3)CC1 | -13 | 40
O=S(=O)(Nc1c(F)cccc1F)c1ccc2c(c1)OCCO2 | -1 | 7
O=C(CCSc1nnc(-c2ccco2)o1)Nc1ccc(Cl)cc1 | -8 | 14
CCOc1ccc(-c2nnn(CC(=O)NCc3cccs3)n2)cc1 | 5 | 19
Cc1ccc([N+](=O)[O-])cc1S(=O)(=O)NCc1cccnc1 | -5 | 25
CC(C)N(C1=CC(=O)OC12CCCCC2)C(C)C | 6 | 1
Cc1ccc(C(C)C)c(OCC(=O)Nn2c(C)nc3ccccc3c2=O)c1 | 3 | 16
Cc1ccc(S(=O)(=O)CCC(=O)OCC(=O)N(C)CC(=O)Nc2ccc(F)cc2)cc1 | -15 | 16
COc1cc(C(c2sc3ncnn3c2O)N2CCN(c3ccccc3F)CC2)cc(OC)c1OC (configuration not stated) | -19 | 9
CC(C)NC(=O)N(C)C[C@H]1Oc2ccc(NS(=O)(=O)c3ccccc3)cc2C(=O)N([C@H](C)CO)C[C@H]1C | -10 | 6
Cc1ccc(NC(=O)c2cc(NC(=O)c3ccco3)ccc2N2CCOCC2)cc1 | -17 | 16
CCN1CCCC1CNC(=O)c1cc(OC)c(OC)c(OC)c1 (configuration not stated) | -12 | 19
Cc1cccc(CSCCNC(=S)Nc2ccccc2)c1 | -12 | 10
CCN1CCN(C(=O)Cn2nc(C)c3sc4ccccc4c3c2=O)CC1 | -10 | -1
CCCc1nnc(NC(=O)CCC(=O)N2CCN(Cc3ccc(OC)c(F)c3)CC2)s1 | -18 | 12
Cc1ccc(C(=O)OC(C)C(=O)c2cc(C)c(C)cc2C)o1 (configuration not stated) | -9 | 2
CC1(C)Cc2c(ccc3ccccc23)/C(=C/C(=O)N2CCCCC2)N1 | -21 | 27
Cn1c(SCC(=O)N2CCOCC2)nnc1-c1ccco1 | 5 | 1
COc1cc(C2NCCC(=O)C2(C)C)cc(OC)c1OC (configuration not stated) | -13 | 11
O=C(NNC(=S)Nc1ccccc1Cl)c1ccncc1 | -15 | 16

Continued.
SMILES | OX1R antag-1 | OX1R antag-2
Cc1cccc(/C(N)=N/OC(=O)c2ccccc2Cl)c1 | -7 | 13
C[c-]1[c-](C)[c-](C)[c-](C)[c-]1C.[Fe].c1cc2nccc(N3CCCC3)[c-]2c1 (configuration not stated) | 7&5 | 17&14
Cc1ccc(Nc2nc(N)[nH]c(=O)c2N=O)cc1 | -9 | 29
CCC1CCCCN1S(=O)(=O)c1ccc2c(c1)CCN2C(=O)C1CCC1 (configuration not stated) | -11 | 25
Cc1ccccc1NC(=O)c1ccc2nccnc2c1 | 1 | 18
CC(C)CN(C(=O)c1cc(=O)[nH]c2ccccc12)c1c(N)n(Cc2ccccc2)c(=O)[nH]c1=O | -6 | 14
O=C(CSc1nnnn1-c1ccc2c(c1)CCC2)Nc1ccc2c(c1)OCCO2 | 3 | 7
O=C(Cn1sc2ccccc2c1=O)N1CCN(C(=O)c2ccco2)CC1 | -13 | 1
CC(=O)NC(CC(=O)NCCN1C(=O)S/C(=C\c2ccccc2)C1=O)c1ccccc1 (configuration not stated) | -27 | 32
COc1ccc(/C=C2/N=C3CCCCCN3C2=O)cc1 | -16 | 35
O=C(CSC1=NS(=O)(=O)c2cc(Cl)ccc2N1)Nc1ccccc1F | -5 | 31
CC(C)CC(=O)Nc1c2c(nn1-c1ccc([N+](=O)[O-])cc1)CS(=O)(=O)C2 | -10 | 21
O=C(CCC(=O)c1cccs1)Nc1ncccc1O | -2 | 19
Cc1c(NC(=O)C(C)OC(=O)CCc2c[nH]c3ccccc23)c(=O)n(-c2ccccc2)n1C (configuration not stated) | -29 | 14
Cc1nn(-c2ccccc2)c(Cl)c1C(=O)OC(C)C(=O)Nc1ccc2c(c1)OCO2 (configuration not stated) | -30 | 39

Some of these compounds in order of length of the SMILES, low to high:
SMILES | OX1R antag-1 | OX1R antag-2
CC1(C(=O)NCCN2CCOCC2)C=CCN1C(=O)c1ccccc1 (configuration not stated) | 0 | 10
Cc1ccc(C2=NN(C(=O)CCC(=O)O)C(c3ccc4c(c3)OCO4)C2)cc1 (configuration not stated) | -8 | 17
CC(C)CN(C(=O)c1cc(=O)[nH]c2ccccc12)c1c(N)n(Cc2ccccc2)c(=O)[nH]c1=O | -6 | 14

Filtered by structure: those above containing a COOH group (2)
SMILES | OX1R antag-1 | OX1R antag-2
Cc1cc(C(F)(F)F)nc(SCc2ccc(C(=O)O)o2)n1 | 4 | 17
Cc1ccc(C2=NN(C(=O)CCC(=O)O)C(c3ccc4c(c3)OCO4)C2)cc1 (configuration not stated) | -8 | 17

Carrying on:
SMILES | OX1R antag-1 | OX1R antag-2
COc1ccc2c3c([nH]c2c1)C1CC2C(CC(O)C(OC)C2CO)CN1CC3 (configuration not stated) | -10 | 11
O=C(O)/C=C/c1ccc(-n2ccnc2)cc1 | -8 | 12
Cc1nn(C)cc1/C=N/NC(=O)c1sc2ccccc2c1Cl | -5 | 73*
C=CCn1c2ccccc2c2nnc(SCN3C(=O)c4ccccc4C3=O)nc21 | -21 | 62
NS(=O)(=O)c1ccc(CNC(=O)Cn2nc(C(F)F)cc2C(F)F)cc1 | -4 | 4
COc1ccc(C2N=C(N)N=C(N)N2c2ccccc2)cc1OC (configuration not stated) | -6 | 3
CC(=O)N1CCC2(CC1)NC(=O)N(c1ccccc1)N2 | 5 | 3
CC(C)n1c(CCCO)nc2ccccc21 | -7 | 2
CC(C)COP(=O)(c1ccc(N(C)C)cc1)C(O)c1ccccn1 (configuration not stated) | -10 | 16
Cn1c(CCNC(=O)c2ccco2)nc2cc(NS(=O)(=O)c3ccccc3)ccc21 | -17 | 10
COc1ccccc1C1SCCN1S(C)(=O)=O (configuration not stated) | -8 | 12
Cc1ccnc(NC(=O)CCC2CCCCC2)c1 | -11 | 16
CC(C)CCNC(=S)Nc1ccc([N+](=O)[O-])cc1 | 39 | 45
Cc1nn(C)c(C)c1C1Nc2ccccc2C(=O)N1O (configuration not stated) | -3 | 6
O=C1NC(=O)/C(=C\c2cn(Cc3ccccc3F)c3ccccc23)N1 | -13 | 35
CCOC(=O)N1CCN(C(=O)c2cn(C)c3ccc(S(=O)(=O)N(C)C4CCCCC4)cc3c2=O)CC1 | -18 | -6
Cc1ccc(C(=O)OC(C)C(=O)NC2CCCCC2C)cc1S(=O)(=O)N1CCOCC1 (configuration not stated) | -15 | 19
COc1ccccc1NC(=O)NCCN1C(=O)C2C3C=CC(C3)C2C1=O (configuration not stated) | -11 | 14
COc1cc(C2CC(=O)Oc3cc(C)cc(C)c32)cc(OC)c1OC (configuration not stated) | -8 | 10
Cc1c(/C=N/NC(=O)C(NC(=O)c2ccc3c(c2)OCO3)C(C)C)c2ccccc2n1C (configuration not stated) | -26 | 33
COc1ccc(S(=O)(=O)N(CC(=O)O)c2ccc(C)cc2)cc1 | 15 | 10
O=C(CCC1CCCC1)Nc1ccc(OCC(=O)N2CCOCC2)cc1 | -23 | 18
Cn1c(-c2ccc3c(c2)OCO3)cc(=O)c2ccccc21 | -10 | 22
C[C@@H]1CN(Cc2nc(-c3cnccn3)no2)C[C@H](C)O1 | -6 | 15
C=CCn1c(SCc2ccccc2)nc2scc(-c3ccc(C)o3)c2c1=O | -3 | 7
COc1ccc(/C=N/NC(=O)c2cccc([N+](=O)[O-])c2)cc1OS(=O)(=O)c1ccccc1 | -27 | 17
CSc1ccc(S(=O)(=O)Nc2ccc(S(=O)(=O)Nc3ccc(C)cc3)cc2)cc1 | 0 | 0
COc1ccc(CCNC(=O)C(=O)NCC2OCCN2S(=O)(=O)c2ccccc2)cc1OC (configuration not stated) | -5 | 21
Cc1cc(=O)[nH]c(N=N/C(=N/Nc2ccc(O)cc2)c2ccccc2)n1 | -12 | 11
O=C(O)c1cc(Cl)ccc1-c1ccc(/C=C/c2cc(C(F)(F)F)[nH]c(=O)n2)o1 | 5 | 5

A few values from the entries so far.
`CCOC(=O)N1CCN(C(=O)c2cn(C)c3ccc(S(=O)(=O)N(C)C4CCCCC4)cc3c2=O)CC1` @ OX1R antag-2: -6
`C[C@@H]1CN(Cc2nc(-c3cnccn3)no2)C[C@H](C)O1` @ OX1R antag-2: 15
`COc1ccc(S(=O)(=O)N(CC(=O)O)c2ccc(C)cc2)cc1` @ OX1R antag-1: 15
`O=C(O)c1cc(Cl)ccc1-c1ccc(/C=C/c2cc(C(F)(F)F)[nH]c(=O)n2)o1` @ OX1R antag-2: 5
`COc1ccccc1NC(=O)NCCN1C(=O)C2C3C=CC(C3)C2C1=O` (configuration not stated) @ OX1R antag-1: -11
`COc1cc(C2CC(=O)Oc3cc(C)cc(C)c32)cc(OC)c1OC` (configuration not stated) @ OX1R antag-2: 10

(listing goes on)
SMILES | OX1R antag-1 | OX1R antag-2
COc1ccccc1CCc1nnc(CCC(=O)NC(C)Cc2cccs2)o1 (configuration not stated) | -30 | 7
O=C(CSC(=S)N1CCCC1)Nc1ncc(Cl)cc1Cl | -23 | 0
COc1cccc(C2NC(=O)CCC2[N+](=O)[O-])c1OC (configuration not stated) | -5 | -4
Cc1cccc(OCc2nnc(SCC(=O)Nc3ccc(C)c(C)c3)o2)c1 | 1 | 3
CCCOC(=O)c1ccc(Oc2coc3c(CN(CC)CC)c(O)ccc3c2=O)cc1 | -4 | 10
CCOc1ccc(-n2ccc(=O)c(C(=O)Nc3ccc(S(=O)(=O)N4CCOCC4)cc3)n2)cc1 | -4 | 11
C/C(=N\Nc1nnc(C)c(=O)[nH]1)C(=O)O | -3 | 20
CCC(CC)COC(=O)C1=C(C)NC(=O)NC1c1ccc(N(C)C)cc1 (configuration not stated) | -26 | -1
COc1ccccc1Nc1ccc(C(=O)NC2CCCCC2)cn1 | 6 | 22
CCOC(=O)c1c(CN(C)C)n(C)c2ccc(OC(C)=O)cc12 | -14 | 22

Source: PubChem BioAssay
